# HTR5A ag ctr: activates human HTR5A in OPRM1-OPRD1 agonist counter-screen. P47898. HTR5A agonist assay, luminescence, cell-based. activation, % at 9.3 µM. hit rate 0.61% among 340,000. AID 504692; in the data active = activation mostly above about 9.5%, no sharp cut-off; inactive = mostly below about 7.6%;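 note: 0% = cells with vehicle only and 100% = reference agonist; strong numbers were not always called active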
# SR-BI HDL uptake: inhibitors of mouse SR-BI mediated HDL lipid uptake | AID 488896 | inhibition, % at 12.5 µM | hit rate 0.96% among 320,000 | Q61009 | ldlA[mSR-BI] CHO cells, DiI-HDL uptake fluorescence, 3 h;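 active = mean replicate inhibition of at least 70% and a set share of replicates each scoring 70 or more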;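 note: 0% = median of neutral control wells and 100% = median of positive control wells; values of inactives mirror those of a sister screen read the other way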
# dFosB act: enhances mouse delta FosB homodimer DNA binding; P13346; purified delta FosB, TAMRA-CDK5 oligo fluorescence polarization; percent of positive-control signal above neutral wells; hit rate 0.99% among 340,000; activation, % at 25 µM;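 active = mean activation above about 17%, with every replicate also reaching it, limit read from the data, passing the limit was not always enough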;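 note: fluorescence polarization rise as delta FosB binds a TAMRA Cdk5 AP-1 oligo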
# Wnt bcat act: activators of Wnt/beta-catenin signaling | Wnt/beta-catenin reporter cell assay, activator, plate reader | activation, % at 9.35 µM | hit rate 1.2% among 300,000 | AID 743398; in the data active = activation above about 30%, passing the limit was not always enough;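 note: 0% = neutral control wells and 100% = positive control wells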
# SR-BI DiI-HDL act: SR-BI HDL lipid transfer activation. activation, % at 12.5 µM. hit rate 0.096% among 320,000. CHO ldlA[mSR-BI] cells, DiI-HDL uptake fluorescence, 3 h; 100 = double the neutral-control signal;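 active = mean replicate activation of at least 60% and every replicate at or above 60%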;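 note: 0% = median plate neutral-control signal and 100% = twice that signal; values of inactives mirror those of a sister screen read the other way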
#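 Material: SR-BI-overexpressing, LDLR-lacking CHO cells | Dosing: Single compound concentration, delivered by pin transfer | Probe or stimulus: Labelled HDL, 10 µg/mL | Signal: Bottom-read cell fluorescence after medium removal, ex 550/em 595 nm | Schedule: 3 h, 37 °C | Evaluation: HDL uptake via cellular fluorescence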
# RTF Ca sens act: increases calcium sensitivity of human cardiac regulated thin filaments; P19429+P45379; IANBD-labeled TnC RTF fluorescence at EC20 calcium; 0% EC20 calcium, 100% full calcium; activation, % at 7.2 µM; hit rate 0.24% among 340,000; AID 493008;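 active = activation above the mean over all tested compounds plus 3 SD, cut at about 30% in these data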;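 note: rise in fluorescence read as greater calcium sensitivity of cardiac thin filaments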
# Rtt109 Vps75: C. albicans Rtt109 histone acetyltransferase inhibition; purified Rtt109/Vps75, ThioGlo CoA-SH fluorescence, 4 h; AID 540336; inhibition, % at 34.9 µM; hit rate 0.16% among 330,000; Q5AAJ8;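 active = inhibition of at least 50% in every replicate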
# Target sequence (Q5AAJ8 whole entry, looked up): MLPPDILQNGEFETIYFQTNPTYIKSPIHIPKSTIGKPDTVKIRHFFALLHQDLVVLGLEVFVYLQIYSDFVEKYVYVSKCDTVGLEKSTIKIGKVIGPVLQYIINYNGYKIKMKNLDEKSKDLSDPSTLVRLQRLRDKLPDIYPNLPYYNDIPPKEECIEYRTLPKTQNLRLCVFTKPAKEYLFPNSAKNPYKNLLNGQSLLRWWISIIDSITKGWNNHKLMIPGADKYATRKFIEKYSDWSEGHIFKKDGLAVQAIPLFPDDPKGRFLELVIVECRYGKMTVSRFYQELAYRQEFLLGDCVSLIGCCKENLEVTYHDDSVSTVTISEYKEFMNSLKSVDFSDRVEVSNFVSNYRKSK
# CDK5 p35 inh: CDK5/p35 (human) kinase inhibition; Q00535+Q15078; Recombinant CDK5/p35, ADP-Glo luminescence, 60 min; inhibition, % at 10 µM; hit rate 0.01% among 330,000; AID 488839;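 active = highest replicate inhibition of at least 50% and at least 75% of replicates reaching 50%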;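 note: plate controls were DMSO neutral control for no effect and GW8510 at 10 µM for full effect; many of its hits are not listed in these tables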
# Target sequence (Q00535 whole entry, looked up): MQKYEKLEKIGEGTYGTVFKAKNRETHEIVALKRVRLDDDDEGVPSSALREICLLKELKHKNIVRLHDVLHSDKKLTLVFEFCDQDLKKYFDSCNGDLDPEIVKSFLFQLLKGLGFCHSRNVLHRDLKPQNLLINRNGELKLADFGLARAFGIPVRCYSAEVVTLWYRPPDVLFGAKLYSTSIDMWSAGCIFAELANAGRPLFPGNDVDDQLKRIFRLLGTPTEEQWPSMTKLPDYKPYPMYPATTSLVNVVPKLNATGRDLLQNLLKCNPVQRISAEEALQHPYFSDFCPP
# Target sequence (Q15078 whole entry, looked up): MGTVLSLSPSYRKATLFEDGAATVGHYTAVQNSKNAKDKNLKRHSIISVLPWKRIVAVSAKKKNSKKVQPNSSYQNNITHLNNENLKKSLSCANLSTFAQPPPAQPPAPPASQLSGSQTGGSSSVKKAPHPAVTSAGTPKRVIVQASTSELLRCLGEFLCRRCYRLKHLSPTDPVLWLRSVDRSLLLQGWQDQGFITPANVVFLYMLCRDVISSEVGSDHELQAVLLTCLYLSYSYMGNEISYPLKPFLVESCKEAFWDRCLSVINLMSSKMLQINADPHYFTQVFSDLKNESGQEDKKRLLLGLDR
# MITF TRPM1 HTS: increases MITF-driven TRPM1 promoter luciferase signal; SK-MEL-5 TRPM1-promoter luciferase, 24 h; % of positive control, neutral wells = 0; activation, % at 12.5 µM; hit rate 0.75% among 300,000;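 active = mean activation of at least 80% with every replicate also reaching 80%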;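 note: 0% = neutral control wells and 100% = parthenolide positive control wells; values of inactives mirror those of a sister screen read the other way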
# PvdQ inh: blocks Pseudomonas aeruginosa PvdQ acylase activity; purified PvdQ acylase, fluorescence plate reader; inhibition, % at 10 µM; hit rate 0.063% among 340,000; in the data active = inhibition above about 30%, passing the limit was not always enough;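 note: 0% = vehicle neutral wells and 100% = reference inhibitor wells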
# * = called active by the depositor; . = not tested or not shown; & = joins results of further samples.
SMILES,HTR5A ag ctr,SR-BI HDL uptake,dFosB act,Wnt bcat act,SR-BI DiI-HDL act,RTF Ca sens act,Rtt109 Vps75,CDK5 p35 inh,MITF TRPM1 HTS,PvdQ inh
Cc1ccc(NC(=O)CS(=O)CC(=O)NC23CC4CC(CC(C4)C2)C3)cc1 (stereo not given),-3,-2,-12,0,2,5,8,1.2,-10,-17
COc1ccc(C(=O)COC(=O)C(O)c2ccccc2)c(OC)c1 (stereo not given),5,3,-4,6,-3,3,4,-0.5,62,-11
COCC(=O)N1CCc2ccc(NC(=O)c3ccc(C(F)(F)F)cc3)cc2C1,9,53,-12,-1,-53,11,-2,-1.6,-1,-13
Cc1snc(S(=O)(=O)/C(C#N)=N/Nc2cccc(C(F)(F)F)c2)c1C#N,4,-16,-6,.,16,-14,0,-0.3,2,15
C=CCOc1ccc(C=Nc2ccc(OC)cc2)c(O)c1,3,-10,1,0,10,6,-9,-1.4,4,-11
COC(=O)c1cc(C)sc1NC(=O)c1cccnc1,-1,-1,-14,.,1,-2,4,2.0,13,-8
Nc1cnn(C2OC(CO)C(O)C2O)c(=O)n1 (stereo not given),3,1,-7,0,-1,2,0,-0.5,0,4
Brc1ccc(CNc2cc3c(cc2Br)OCCO3)cc1,-4,6,-9,0,-6,2,2,0.1,16,-10
CCCC(O)(c1ccc(Cl)cc1)C(CN1CCOCC1)c1ccccc1 (stereo not given),0,-22,-6,-3,22,-5,14,0.6,-3,15
COc1ccc(-c2nc3nc(SC)nn3cc2C)cc1F,-1,0,-15,-2,0,2,-10,0.5,0,-12
O=C(Nc1ccncc1)Nc1cc(Cl)ccc1Cl,2,4,8,0,-4,-1,12,0.5,-2,5
CC(=O)c1ccc(N2CCCCC2)c(F)c1,2,-1,-3,7,1,8,0,-5.4,6,-24
NC(=O)CC(NC(=O)Cc1ccc(Cl)cc1)c1ccc(N2CCN(c3ccccn3)CC2)c([N+](=O)[O-])c1 (stereo not given),-4,-20,-7,4,20,17,-27,1.4,1,-6
COc1ccc(OC)c(CNC(=O)Cc2c(C(=O)O)[nH]c3ccccc23)c1,4,-3,4,.,3,3,7,-2.2,.,9
Cc1cc(C)n(-c2nc3ccccc3nc2N2CCN(C(=O)c3ccccc3)CC2)n1,1,.,-8,.,.,-6,11,-0.3,.,-5
CCc1nnc(NC(=O)CSc2nnc(-c3ccncc3)n2C)s1,1,-21,1,1,21,-7,5,0.7,-9,13
CC1CCCC(C)N1C(=O)C1CCCCC1 (stereo not given),-6,-31,7,-2,31,3,0,0.6,-6,-10
COc1ccc(OC)c(/C=N/NC(=O)CCc2n[nH]c(=O)[nH]c2=O)c1,2,1,0,-1,-1,-7,5,1.0,-1,6
CCOC(=O)c1csc(NC(=O)CSc2nnnn2-c2ccc3c(c2)OCCO3)n1,-3,-11,3,4,11,-2,0,-1.0,-16,-1
Cc1nc2ccccc2cc1C(=O)Nc1ccccc1Cl,1,8,-5,-1,-8,4,6,0.8,4,-7
CN(Cc1cn[nH]c1-c1cc2ccccc2o1)CC1CCOCC1,1,8,-1,1,-8,2,4,-0.4,-1,-15
CN(Cc1nc2ccc(F)cc2[nH]1)C(=O)C1CCC(=O)N(C2CC2)C1 (stereo not given),1,-18,3,-1,18,0,-1,-6.8,5,3
CCCNC(=O)c1ccc2c(c1)S(=O)(=O)c1ccccc1C2=O,-4,20,4,1,-20,0,5,-1.2,4,7
Cc1oc(-c2ccc(Cl)cc2)nc1CS(=O)CC(=O)NC1CCCC1 (stereo not given),5,-5,-7,1,5,-1,-5,0.1,-5,-12
Cc1ccc(NC(=S)N(Cc2ccco2)C(C)c2cccs2)c(Cl)c1 (stereo not given),2,34,-4,5,-34,0,9,0.6,4,-3
O=C(CN1CCN(S(=O)(=O)c2ccc3c(c2)OCCO3)CC1)Nc1ccccc1Br,0,-32,-2,-2,32,-1,2,1.1,14,3
O=C(COC(=O)CNC(=O)C1CCCCC1)Nc1cc(C(F)(F)F)ccc1Cl,-5,-4,5,-1,4,2,1,-2.9,1,-10
O=C(NC1CC1)c1cccc(NC(=O)c2cnn(-c3ccccc3)n2)c1,2,23,-24,5,-23,4,-28,-1.1,13,-3
Cc1cc(OC(C)C(=O)NCc2cccnc2)c2c(C)cc(=O)oc2c1 (stereo not given),2,-16,-11,0,16,5,-2,0.6,4,-21
OCc1ccnc2oc3ccccc3c12,-2,-10,5,2,10,1,9,1.1,-5,-8
CNC(=O)c1cc2c(-c3ccccc3)nn(C)c2s1,0,35,-41,2,-35,-6,2,0.5,-11,8
Cc1ccc(NCc2nnc(SCC(N)=O)o2)c(C)c1,-6,-13,-7,-1,13,-3,-5,0.2,-11,-3
Cc1cccc(-c2ccc3ncnc(NCc4cccnc4)c3c2)c1,1,-2,-21,0,2,-4,0,-2.4,-11,-2
Cc1ccc(-c2csc(N3CCN(c4cc5c(cc4Cl)nc(C(C)N)n5CCCO)CC3)n2)cc1 (stereo not given),5,23,3,2,-23,-2,2,-0.4,4,13
O=C(COCCOCC(=O)N(c1ccccn1)C1CCCCC1)N(c1ccccn1)C1CCCCC1,-3,6,-5,.,-6,-2,-18,1.1,-2,-12
CCOc1ccccc1C(O)C1=CC(=O)c2ccccc2C1=O (stereo not given),2,21,-21,-3,-21,-4,-2,-0.8,-27,-11
Cc1nn(CC(=O)N2CCN(c3ccc(Cl)cc3)CC2)c(=O)c2cccn12,-1,31,3,-4,-31,6,3,-0.8,6,-1
CCNc1c(NC(=O)COc2ccc(Cl)cc2)c(=O)oc2ccccc12,1,14,1,0,-14,-3,-4,-1.5,12,-6
COc1ccc(-c2cc3c(=O)n(CC(=O)Nc4ccc(Cl)cc4)ncn3n2)cc1,5,0,31*,1,0,-3,-4,.,20,-15
O=C(NC(Cc1ccccc1)c1ccc2c(c1)OCCCO2)c1ccccc1F (stereo not given),-1,19,-11,.,-19,-2,9,-1.9,26,-14
O=C(Nc1ccc(OC(=O)c2ccncc2)cc1)c1ccncc1,6,-19,-6,1,19,7,4,-1.9,.,-6
COCCNc1nc2nonc2nc1N1C[C@H]2CC[C@H]1C2,9,.,-2,1,.,5,0,-0.6,-12,9
CC(NC(=O)c1ccccc1NC(=O)c1ccco1)c1ccccc1 (stereo not given),4,3,14,-2,-3,-7,11,-2.4,-10,-3
COc1ccc(NC(=O)COC(=O)c2ccc(OCc3ccccc3Cl)c(OC)c2)c(OC)c1,1,14,-14,2,-14,0,-3,1.2,17,-7
O=C(NCCN1CCOCC1)C1CCC(=O)N1C1CCCCC1 (stereo not given),1,-39,-1,.,39,-1,-7,0.5,-3,-7
Cc1cc(=O)[nH]c(N/N=C/c2ccc(F)cc2)n1,2,-22,-1,3,22,4,4,-0.4,32,-4
CC1(C)CC(=S)Nc2ccccc2S1,3,-29,4,6,29,1,-4,-0.4,.,-16
NC(=O)c1[nH]cnc1N,1&-2,0&-21,2&-2,0&3,0&21,-4&1,-4&-17,-0.7&0.4,-6&-1,-10&-1

# A stretch taken from the entries so far:
SMILES,HTR5A ag ctr,SR-BI HDL uptake,dFosB act,Wnt bcat act,SR-BI DiI-HDL act,RTF Ca sens act,Rtt109 Vps75,CDK5 p35 inh,MITF TRPM1 HTS,PvdQ inh
O=C(NCCN1CCOCC1)C1CCC(=O)N1C1CCCCC1 (stereo not given),1,-39,-1,.,39,-1,-7,0.5,-3,-7
Cc1cc(=O)[nH]c(N/N=C/c2ccc(F)cc2)n1,2,-22,-1,3,22,4,4,-0.4,32,-4
CC1(C)CC(=S)Nc2ccccc2S1,3,-29,4,6,29,1,-4,-0.4,.,-16
NC(=O)c1[nH]cnc1N,1&-2,0&-21,2&-2,0&3,0&21,-4&1,-4&-17,-0.7&0.4,-6&-1,-10&-1

# Continuation.
SMILES,HTR5A ag ctr,SR-BI HDL uptake,dFosB act,Wnt bcat act,SR-BI DiI-HDL act,RTF Ca sens act,Rtt109 Vps75,CDK5 p35 inh,MITF TRPM1 HTS,PvdQ inh
Cc1noc(C)c1C(=O)OCC(=O)Nc1ccccc1SCC#N,-7,2,-1,6,-2,3,0,-7.6,0,-11
COc1ccc(N2CCN(CC(=O)NC(=O)NCc3ccco3)CC2)cc1,2,13,6,-8,-13,-4,-6,0.2,0,-3
CCC(C)C(NC(=O)C(C)NC(=O)CNC(=O)CNC(=O)OCc1ccccc1)C(=O)OC (stereo not given),1,-8,-4,.,8,9,0,-1.6,-6,-8
Cc1cccc(NC(=O)CC2c3ccccc3Oc3ccccc32)c1,4,-14,-3,-3,14,4,.,-0.3,5,3
N#Cc1ccccc1S(=O)(=O)N1CCN(C(=O)C2CC(=O)N(c3ccc4c(c3)OCCO4)C2)CC1 (stereo not given),8,-1,-4,3,1,-6,10,1.1,5,3
CCOC(=O)c1c(O)cc(OC)cc1CCc1ccccc1,1,12,-4,-2,-12,-5,-4,-0.3,1,-14
CCc1cc2ccccc2nc1Cl,-3,-1,9,-1,1,0,-5,-2.5,0,2
OC(COc1ccc(CNCCc2ccccc2F)cc1)CN1CCCCC1 (stereo not given),8,-7,-10,12,7,-1,-4,0.4,23,9
CCN=C1SC(CC(N)=O)C(=O)N1CC (stereo not given),7,-6,-10,-4,6,4,-5,-8.0,4,-25
C=CCn1c(-c2cccc(OC)c2)nc2nc3ccccc3nc21,-1,10,-8,.,-10,-4,-3,0.0,.,9
Cc1ccc(-c2cn(-c3ccccc3)c(SCC(=O)NC3CCS(=O)(=O)C3)n2)cc1C (stereo not given),5,13,-14,0,-13,8,-1,-1.1,99*,-7
COC(=O)c1ccc2c(c1)NC(=O)C(N1CCCCC1)S2 (stereo not given),0,-18,-15,-1,18,2,1,1.3,1,-16
O=C(OC(C(=O)NC1CCCCC1)c1ccccc1)c1ccco1 (stereo not given),0,0,-5,1,0,0,8,-0.9,4,-11
O=C(CCCOc1ccccc1)N1CCN(c2ccccc2)CC1,-3,-13,1,.,13,0,5,2.5,57,-4
O=C(N/N=C/c1ccncc1)c1ccc(-n2cccc2)cc1,1,-10,-7,-1,10,-3,-19,0.5,15,-19
COc1ccc(/C=C/C(=O)NC(=S)N2CCCCC2)cc1OC,4,.,-1,2,.,-3,-6,2.6,7,10
O=C(CN1C(=O)C(=O)N(C2CCCC2)C1=O)Nc1ccc([N+](=O)[O-])cc1,2,-12,-5,2,12,8,-2,-1.5,-2,-9
O=C(c1ccco1)N1CCN(C(c2cccs2)c2nnnn2C2CCCC2)CC1 (stereo not given),3,-2,-5,.,2,4,2,0.6,.,-9
COc1ccc(NC(=S)N/N=C2/CCCc3c(C)cc(C)cc32)cc1,1,18,5,.,-18,4,-7,0.7,.,-14
Cc1occc1-c1nnc(SCC(=O)Nc2ccc3c(c2)OCO3)n1CC1CCCO1 (stereo not given),0,-8,-6,-6,8,-1,-2,-0.5,-1,-10
CC1CCC/C(=C\c2ccc(O)cc2)C1=O (stereo not given),-1,-15,-6,18,15,1,4,0.8,.,0

# Random draw from the library. Share with any hit: about 4.4%.
